Lipid storage S3: qHTS Assay for Lipid Storage Modulators in Drosophila S3 Cells; actives 0.64% (n = 320,000); Drosophila S3 cells, BODIPY lipid droplet fluorescence, 18-24 h; cells fed with added oleic acid; AID 2685, 2010; lipid storage change, negative = inhibition, % at the top dose, mostly 46.1 µM; hits show Potency in µM; active means well fitted inhibition curve with a large enough effect in the signal ratio, with a control signal flat, not every such curve was filed as active; inconclusive means small, poorly fitted or top-dose-only effect, or effect the other way, or a change in a side signal; the % refers to the signal ratio
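Drosophila S3 cells got compounds at several concentrations plus oleic acid (400 uM solution). Laser-scanning cytometry with 488 nm excitation read lipid droplets at 500-530 nm and cells at 575-640 nm. Percent activity was relative to 20 uM Triacsin C.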
Lipid storage S3 cell count max: also measured in Lipid storage S3; calls as there; cell number change, %; measured here: cell count max response;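 cells counted by Cell Tracker Red CMTPX staining in the red channel; peak over a dose series mostly up to 46.1 µM; percent activity relative to internal control wells on each plate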
The depositor's hits bear a star; i = inactive; ? = inconclusive; nt = no result given; [ ] = another dose, or the depositor's remark. On the % scale 0 is the no-effect control and ±100 the full control effect; potency means the concentration at half of the fitted maximal effect. A portion of the library; rates above refer to the full screens.

Below each SMILES – Lipid storage S3 cell count max	Lipid storage S3
- CN1/C(=C\C(=O)COC(=O)c2ccccc2O)C(C)(C)c2ccccc21
  nt	?
- COc1cc(C)c(S(=O)(=O)Nc2ccccc2F)cc1C
  nt	?
- Cc1ccc(CC(=O)N2CC(C)OC(C)C2)cc1 (stereo not given)
  nt	?
- N#Cc1c(N)c(C(=O)c2ccccc2)n2c1CCCC2
  nt	?
- COc1cccc(CNC(=O)CCNC(=O)c2ccccc2OC)c1
  nt	i
- CC(=O)C1C(c2ccc(C)cc2)c2c(n[nH]c2C)CC1(C)O (stereo not given)
  nt	?
- CCN(Cc1ccccc1)C(=O)Cn1c(=O)n(CC(=O)N2CCCCC2)c(=O)c2sccc21
  nt	?
- CCc1cccc(C)c1NC(=O)CN1CCN(S(=O)(=O)c2ccc(C(C)(C)C)cc2)CC1
  nt	?
- O=C(OCn1nnc2ccccc2c1=O)c1cc2ccccc2o1
  -5	-3%
- COc1cc2ccccc2cc1C(=O)N(CCN(C)C)c1nc2ccc(Br)cc2s1
  nt	?
- CN(C)c1ccc(C(C(=O)NC(C)(C)C)N(C(=O)c2csnn2)C2CC2)cc1 (stereo not given)
  -8	i
- COc1ccc(NC(=O)CSCC(=O)Nc2cccc3ncccc23)cc1
  nt	i
- CCc1ccc(NC(=O)CSCCO)cc1
  10	8%
- O=C(CN1CCN(C(=O)c2ccccc2)CC1)Nc1ncc(Br)cc1Br
  nt	?
- CCOc1cc(N2CCOCC2)c(OCC)cc1NC(=O)c1ccc(S(C)(=O)=O)cc1
  nt	?
- CCc1ccc(C(=O)NC(C(=O)O)C(C)C)cc1 (stereo not given)
  nt	?
- CC(C)OC(=O)CN1C(=O)c2ccccc2C1=O
  7	i
- CC(=O)N(CCN(C)C)c1nc2cc3c(cc2s1)OCCO3
  17	i
- CN1CCCC(OC(=O)c2ccc(C#N)cc2)C1 (stereo not given)
  nt	?
- O=C(CN1C(=O)NC2(CCCC2)C1=O)N1CCN(S(=O)(=O)c2cccc(C(F)(F)F)c2)CC1
  nt	15%
- O=C(Nc1ccccc1)Nc1n[nH]c2nnc(-c3ccccc3)c(-c3ccccc3)c12
  10	-13%
- CCOc1ccc(C(=O)NCCN(C)C)cc1
  -2	-6%
- O=C(NCCO)c1cc2ccccc2c(=O)s1
  nt	?
- CN1C(=O)CSC1=Nc1ccc(Br)cc1
  nt	?
- CN1CCN(C(=O)CC2(CC(=O)O)CCCC2)CC1
  nt	?
- CSCCNC(=O)c1ccc(OC2CCN(CCc3ccccc3)CC2)cc1
  9	-2%
- Cc1cc2c(cc1C)C(c1cc(Br)ccc1F)CC(=O)N2 (stereo not given)
  nt	?
- O=C(NC(c1ccccc1)c1ccccc1)c1ccc(S(=O)(=O)C(F)F)cc1
  -11	-9%
- Cc1ccc(S(=O)(=O)NC2CC(C)(C)NC(C)(C)C2)c(C)c1C
  nt	?
- FC(F)(F)c1cnc(Sc2nc3nccc(-c4ccc(Cl)cc4)n3n2)c(Cl)c1
  nt	?
- COc1ccc(C2C(C#N)=C(N)N(c3ccccc3C#N)C3=C2C(=O)CCC3)cc1CN1CCCC1 (stereo not given)
  nt	?
- O=C(O)c1ccc(COc2cccc(CO)c2)cc1
  nt	?
- CN(C)S(=O)(=O)c1ccc2oc(SCC(=O)Nc3ccccc3F)nc2c1
  nt	?
- CCSc1nc(C)cc(C)c1S(=O)(=O)c1ccccc1C
  nt	?
- CCc1ccccc1S(=O)(=O)c1c(C)cc(C)nc1Cl
  nt	?
- CSc1cccc(NC(=O)c2nnn(CC(=O)Nc3cc(C)cc(C)c3)c2N)c1
  nt	i
- CC(C)(C)OC(=O)N1CCC[C@H]1C(=O)NCc1ccc(Cl)cc1Cl
  nt	?
- COc1ccc(CN=C2NC(=O)CC(C(=O)Nc3ccccc3C)S2)cc1 (stereo not given)
  -9	-6%
- COc1cc(OC)cc(C(=O)N2CCCC(c3nc(-c4ccc(C)o4)no3)C2)c1 (stereo not given)
  -6	i
- COc1ccc(N2CC(C(=O)OCC(=O)c3ccc(C)cc3)CC2=O)cc1 (stereo not given)
  -3	-8%
- COc1cccc(O[C@@H]2O[C@@H]3COC(C)(C)O[C@H]3[C@H](O)[C@H]2NC(C)=O)c1
  4	1%
- Cn1c(=O)c2c(nc(N/N=C/c3cccs3)n2C)n(C)c1=O
  -10	-4%
- COc1cccc(-c2nnc(NC(C)=O)o2)c1
  7	6%
- COc1cccc(NC(=O)CN(C)CC(=O)c2c(C)[nH]c3ccccc23)c1
  nt	?
- C=CCNC(=O)C1CCN(C(=O)c2ccc(-c3ccccc3)cc2)CC1
  10	14%

Pulled one by one from the entries so far:
Below each SMILES – Lipid storage S3 cell count max	Lipid storage S3
- CCSc1nc(C)cc(C)c1S(=O)(=O)c1ccccc1C
  nt	?
- CCc1ccc(NC(=O)CSCCO)cc1
  10	8%
- COc1cccc(NC(=O)CN(C)CC(=O)c2c(C)[nH]c3ccccc23)c1
  nt	?

Next part
Below each SMILES – Lipid storage S3 cell count max	Lipid storage S3
- CC1CC(C)CN(C(=O)/C(=C\c2ccccc2)c2ccccc2)C1 (stereo not given)
  nt	?
- CCNC(=O)NC(=O)C(C)Oc1ccc(C(=O)OC)cc1 (stereo not given)
  nt	?
- O=C(Nc1cccc(C(F)(F)F)c1)C1CCCCC1
  4	i
- COc1ccc(NS(=O)(=O)c2cccc(C(=O)NNC(=O)CNC(=O)c3cccc(C)c3)c2)cc1
  15	10%
- COC(=O)C1=C(C)NC(C)=C(C(=O)OC)C1C(=O)OCCN1C(=O)c2ccccc2C1=O
  nt	?
- O=c1[nH]c(CO)nc2c1oc1ccccc12
  9	0%
- CC(C)Cn1c(-c2ccco2)nc2c(c(=O)c3ccccc3n2C)c1=O
  nt	?
- Cn1c(CS(=O)Cc2c(Cl)cccc2Cl)nnc1SCc1c(Cl)cccc1Cl (stereo not given)
  nt	?
- COc1ccccc1CNC(=O)CN1C(=O)NC2(CCCC2)C1=O
  nt	?
- O=C(C=C1SCCS1)/C=C/c1ccco1
  -10	-11%
- O=S(=O)(Nc1ccccc1N1CCCCC1)c1ccc(F)cc1F
  nt	?
- COc1ccc(Cn2ccnc2SCC(=O)NC2CCCCC2)cc1
  nt	?
- O=C(Cc1ccc([N+](=O)[O-])cc1)N/N=C/c1ccccc1F
  nt	?
- COc1cccc(CNC(=O)CCNS(=O)(=O)c2cccc3nsnc23)c1
  nt	?
- O=C(OCc1cccc([N+](=O)[O-])c1)c1cccnc1Cl
  -3	i
- CCOC(=O)C1(CCc2ccccc2)CCN(C(=O)C(C)n2cncn2)CC1 (stereo not given)
  5	-22%
- CNC(=S)Nc1cc(OC)c(NC(=O)c2ccco2)cc1OC
  2	0%
- CC(Sc1nc(-c2ccccc2)cc(C(F)(F)F)n1)C(=O)N1CCOCC1 (stereo not given)
  nt	?
- COCCNC(=O)C(c1ccco1)N(C(=O)Cn1nnc2ccccc21)c1cc(C)ccc1C (stereo not given)
  nt	16%[9.22 µM]
- COc1ccccc1CNC(=O)CNC(=O)c1ccc(Br)o1
  nt	-3%
- C=CCN1CCN(Cc2cnc(Cl)s2)CC1
  nt	?
- CCOc1ccc(C2C(C#N)=C(N)SC(N)=C2C#N)c(OCC)c1
  4	7%
- Cc1ccc(N(C)S(=O)(=O)c2ccc3c(c2)NC(=O)C(C)S3)cc1 (stereo not given)
  nt	?
- CN(C)C(=O)C1CC(=O)OC12CCCCC2 (stereo not given)
  7	-7%
- CC(C)(C)OC(=O)N1CC=C2C(C#N)=C(N)C(C#N)(C#N)[C@H](c3cccnc3)[C@H]2C1
  nt	?
- CC(C)(C)NC(=O)C(=O)N/N=C/c1ccc(Br)cc1
  nt	?
- CCOc1ccc(NS(=O)(=O)c2c(C(=O)N3CCCCCC3)c(C)n(C)c2C)cc1
  2	i
- Cc1ccc(Cn2nc(C)c(NC(=O)CCCn3nc(C)c([N+](=O)[O-])c3C)c2C)cc1
  nt	?
- CCC(=O)Nc1cc(-c2nnc(OC)c3ccccc23)ccc1N1CCOCC1
  nt	?
- CCn1c(=O)c2cc(C(=O)NCCC(C)C)sc2c2ccccc21
  nt	?
- Cc1ccc(S(=O)(=O)N2CCN(C(=O)CSc3nc4ccccc4c(=O)[nH]3)CC2)c(C)c1
  nt	?
- CCOc1ccccc1OCC(=O)Nc1nc2ccccc2[nH]1
  nt	?
- CCN1CCN(c2nc3ccccc3nc2NS(=O)(=O)c2ccc(NC(C)=O)cc2)CC1
  nt	?
- CCCc1nnc(SCC(=O)Nc2ccccc2F)o1
  8	2%
- COCc1ccc(C(=O)N2CCCC(Nc3ccc(C(C)C)cc3)C2)o1 (stereo not given)
  -1	-20%
- OCCCn1c(-c2ccccc2)n[nH]c1=S
  8	5%
- CC1(C)Cc2ccccc2C(c2cc3ccccc3oc2=O)=N1
  -9	-1%
- COCCNC(=O)CN(C(=O)CCC(=O)Nc1nccs1)c1ccc2c(c1)OCO2
  nt	?
- CC(NC(=O)C12CC3CC(C1)CC(n1cncn1)(C3)C2)C12CC3CC(CC(C3)C1)C2 (stereo not given)
  nt	?
- Cc1cccc(NC(=O)CCc2nnc3ccc(NCc4ccco4)nn23)n1
  nt	?
- O=C(/C=C/c1ccc(OCCCF)cc1)Nc1ccnc(-c2ccncc2)n1
  nt	?
- O=C(NCCc1nc2ccccc2[nH]1)C1CCC(=O)N(CCc2cccc(F)c2)C1 (stereo not given)
  9	-8%
- CCOC(=O)COn1c(-c2cccc(Cl)c2)nc2ccc([N+](=O)[O-])cc21
  nt	?
- CC1CCCC(C)N1CCCNC(=O)c1cc2c(s1)-c1ccccc1OC2 (stereo not given)
  nt	i
- CC(Sc1ncn[nH]1)C(=O)c1c(N)n(C)c(=O)n(C)c1=O (stereo not given)
  nt	?

Filtered by structure: those above with a nitro group on carbon
Below each SMILES – Lipid storage S3 cell count max	Lipid storage S3
- O=C(Cc1ccc([N+](=O)[O-])cc1)N/N=C/c1ccccc1F
  nt	?
- O=C(OCc1cccc([N+](=O)[O-])c1)c1cccnc1Cl
  -3	i
- Cc1ccc(Cn2nc(C)c(NC(=O)CCCn3nc(C)c([N+](=O)[O-])c3C)c2C)cc1
  nt	?
- CCOC(=O)COn1c(-c2cccc(Cl)c2)nc2ccc([N+](=O)[O-])cc21
  nt	?

(cont.)
Below each SMILES – Lipid storage S3 cell count max	Lipid storage S3
- O=C(CNc1ccccc1)NNC1=NCCC1
  nt	?
- COC(=O)[C@H](Cc1ccccc1)NC(=O)[C@@H]1C[C@H]1[C@@H](NC(=O)OCc1ccccc1)c1ccccc1
  14	-1%
- Cc1cc(C(=O)CSc2nnc(-c3ccccc3)o2)c(C)n1CC1COc2ccccc2O1 (stereo not given)
  -12	7%
- CCN1CCSc2ccc(C(=O)NCc3cccc(F)c3)cc21
  -3	11%
- O=S(=O)(Cc1ccccc1)N1CCCCCC1
  nt	?
- Cc1ccc(C(=O)COC(=O)CCCC(=O)Nc2cc(C(F)(F)F)ccc2Cl)cc1C
  nt	?
- COc1ccc(C(=O)OCC(=O)Nc2ccc(Cl)c(C(F)(F)F)c2)c(OC)c1OC
  -13	0%
- CC(C)(CO)CNC(=O)c1ccc2nc(Cc3cccc(Cl)c3)oc2c1
  -1	-9%
- CNS(=O)(=O)c1cnccc1N1CCN(c2cccc(C)c2)CC1
  nt	?
- CN1CCN(Cc2nc3ccccc3c(=O)n2Cc2nc(-c3cccc([N+](=O)[O-])c3)cs2)CC1
  3	10%
- CC1CCCCN1C(=O)c1ccc(C(=O)Nc2ccc(F)cc2)cc1 (stereo not given)
  9	13%
- Cc1c(C(=O)/C=C/N(C)C)nnn1-c1ccc(Cl)cc1Cl
  -11	-15%
- COc1ccc(CCNC(=O)c2[nH]c(C)c(C(C)=O)c2C)cc1
  nt	?
- O=C1N=c2ccccc2=C1c1sc(=S)n(-c2ccc(O)cc2)c1O
  12	6%
- CC(C)c1csc(CN2CCN(Cc3ccc(F)c(F)c3)C(CCO)C2)n1 (stereo not given)
  13	8%
- COc1ccc(NS(=O)(=O)c2cc(NC(=O)C3CCCCC3)ccc2N2CCOCC2)cc1
  nt	?
- COc1ccc(C(=O)NC2CCN(CC(=O)Nc3cccc(OC)c3)CC2)cc1
  nt	?
- O=C(COC(=O)C1COc2ccccc2O1)Nc1cccc(Cl)c1 (stereo not given)
  -13	3%
- C/C(=N\NC(N)=O)c1ccc(Cl)s1
  0	3%
- CCn1cc(CN2CCC(C(=O)Nc3ccc(Oc4ccccc4)nc3)CC2)cn1
  nt	?
- O=C(NCc1ccccc1)NCc1cccs1
  1	i
- CCOc1cc(/C=C2/C(=N)N3OC(C)=CC3=NC2=O)ccc1OC(=O)c1ccco1
  8	13%
- CCOC(=O)CCCNC(=O)CCNC(=O)c1ccc(OC)cc1
  nt	?
- COc1cccc(NC(=O)CCN2CCN(c3ccccc3F)CC2)c1
  nt	?
- COC(CNC(=O)c1c[nH]c2ccc(S(=O)(=O)N(C)c3ccc(F)cc3)cc2c1=O)OC
  nt	?
- N/C(=N\OC(=O)c1ccc2c(c1)OCO2)c1ccc(Cl)cc1
  nt	?
- CCCSc1nnc(-c2cccc(S(=O)(=O)N(C)C)c2)n1-c1cc(OC)ccc1OC
  -5	18%

Screens as filed in PubChem BioAssay.
